KLK7 zymogen act = activators of human kallikrein-7 zymogen. P49862. purified proKLK7, EDANS-DABCYL substrate fluorescence; 100% is mature enzyme control, 0% vehicle. activation, % at 7 µM. actives 0.9% (n = 370,000). AID 652039;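 active means activation above the mean of all tested compounds plus 3 SD, computed per campaign excluding outliers beyond control limits, cut at about 13% in these data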
Target sequence (P49862 whole entry, looked up): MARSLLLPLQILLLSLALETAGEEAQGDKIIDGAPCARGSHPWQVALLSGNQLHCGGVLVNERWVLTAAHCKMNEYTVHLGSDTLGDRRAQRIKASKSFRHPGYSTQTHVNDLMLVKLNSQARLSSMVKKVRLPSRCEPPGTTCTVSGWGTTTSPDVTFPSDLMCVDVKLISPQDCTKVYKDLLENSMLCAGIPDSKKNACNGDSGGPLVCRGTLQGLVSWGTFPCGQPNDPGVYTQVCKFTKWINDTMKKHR
Tn6 DDE FP = disrupts Tn6 cyclic peptide binding to fibrin D-Dimer-E complex. P02675. Fibrin DD(E) TRITC-Tn6 fluorescence polarization displacement. inhibition, % at 8.3 µM. actives 0.21% (n = 370,000);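 active means inhibition above a per-campaign cutoff: mean of compounds within control limits plus 3 SD, cut at about 15% in these data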;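 further: 0% = median of all compound wells on the plate and 100% = blocking peptide control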
Rev-erbA mod = modulators of human Rev-erb alpha DNA binding. P20393. Rev-erbα–FITC-DNA binding, fluorescence polarization, 90 min. activity, % at 10 µM. actives 0.79% (n = 370,000). AID 1259318;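 active means activity above about 14%, limit read from the data; passing the limit was not always enough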;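 further: 0% = DMSO wells with 35 nM protein and 100% = DMSO wells with 750 nM protein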
ARFGAP1 inhibitor = rat ARFGAP1 inhibition; Q62848; Arfgap1-stimulated ARF1 GTP hydrolysis, GDP FP detection; inhibition, % at 16.5 µM; actives 0.26% (n = 360,000); AID 651572;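 active means inhibition above a per-plate limit, mean inhibition of low control wells plus 3 SD, cut at about 25% in these data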;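 further: 0% = DMSO wells with enzyme and 100% = wells lacking Arfgap1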
Target sequence (Q62848 1-136 limits assumed): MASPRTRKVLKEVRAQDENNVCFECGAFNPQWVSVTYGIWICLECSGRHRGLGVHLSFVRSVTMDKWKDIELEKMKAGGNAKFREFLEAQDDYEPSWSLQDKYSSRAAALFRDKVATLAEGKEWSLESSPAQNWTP
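System: truncated rat Arfgap1 GAP domain / Benchmarks: high control wells lacking Arfgap1, low control full reaction with DMSO / Times: compound-enzyme preincubation 20 min, reaction 120 min, detection 60 min, 25 °C / Repeats: one replicate per compound / Also added: human ARF1(Δ1-17)-GTP substrate / Measured by: Tracer-displacement fluorescence polarization with EDTA stop, 620/688 nm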
HGIII-sPLA2 inh = Inhibits HGIII-sPLA2 liposome hydrolysis, primary screen | inhibition, % at 12.2 µM | Q9NZ20 | actives 0.56% (n = 370,000) | AID 743126 | QFRET BODIPY PC-A2 liposome hydrolysis, fluorescence;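 active means inhibition above mean plus 3 SD of compounds lying within the high and low control bounds, cut at about 19% in these data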;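 further: 0% = median of test compound wells and 100% = no enzyme DMSO wells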
Target sequence (Q9NZ20 whole entry, looked up): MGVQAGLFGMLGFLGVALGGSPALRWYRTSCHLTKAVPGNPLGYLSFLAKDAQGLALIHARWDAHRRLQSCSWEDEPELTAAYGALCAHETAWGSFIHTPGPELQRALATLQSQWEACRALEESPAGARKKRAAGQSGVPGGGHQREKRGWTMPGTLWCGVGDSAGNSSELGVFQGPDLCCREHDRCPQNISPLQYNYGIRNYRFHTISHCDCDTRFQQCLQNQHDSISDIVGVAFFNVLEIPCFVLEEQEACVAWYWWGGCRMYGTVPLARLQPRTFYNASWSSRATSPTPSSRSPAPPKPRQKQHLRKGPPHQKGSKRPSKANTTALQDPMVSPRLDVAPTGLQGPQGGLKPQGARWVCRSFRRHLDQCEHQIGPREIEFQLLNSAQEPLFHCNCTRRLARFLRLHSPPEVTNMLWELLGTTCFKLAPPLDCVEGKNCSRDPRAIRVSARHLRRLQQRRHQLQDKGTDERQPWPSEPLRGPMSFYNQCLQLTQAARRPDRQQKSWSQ
Tn7 DDE FP = inhibitors of Tn7 peptide binding to human fibrin DD(E) | P02675 | FP displacement of FITC-Tn7 peptide from fibrin DD(E); 0% = median of compound wells per plate | inhibition, % at 8.3 µM | actives 0.13% (n = 370,000) | AID 720508;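 active means inhibition above the mean of compounds falling within the control limits plus 3 SD of them, cut at about 14% in these data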;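 further: 0% = plate median of compound wells and 100% = 10 µM Aha-Tn7 peptide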
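Measure: % inhibition scaled between sample-field median and high-control FP; Test system: human fibrin DD(E); Quantity: 2 µM final DD(E) protein; Doses: one dose, 8.3 µM nominal; Schedule: compound with protein 10 min, then 3 h after probe, room temperature; Detection: fluorescence polarization; Medium: Tris buffer with calcium and detergent, pH 7.8.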
ASAP1 inh = ASAP1 ArfGAP inhibition; inhibition, % at 16.5 µM; AID 624377; actives 0.19% (n = 360,000); ASAP1-stimulated ARF1 GTP hydrolysis, GDP FP detection; Q9ULH1; in the data active means inhibition above about 25%;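 further: 0% = vehicle with enzyme and substrate and 100% = no enzyme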
PLC-beta3 inh = blocks human PLC-beta3 enzyme activity; Q01970; Purified PLC-beta3, fluorogenic substrate, fluorescence; inhibition, % at 12.2 µM; actives 0.18% (n = 370,000); in the data active means inhibition above about 11%;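 further: 0% = median of compound wells on plate and 100% = full blocker control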
PLC-gamma1 inh = blocks human PLC-gamma1 enzyme activity; P19174; purified PLC-gamma1, fluorogenic substrate, fluorescence; inhibition, % at 12.2 µM; actives 0.84% (n = 370,000); AID 720700; in the data active means inhibition above about 9.5%
UHRF1 MBD2 ctr = blocks human UHRF1 binding to methylated DNA | Q96T88 | UHRF1 binding to methylated oligo, TR-FRET | inhibition, % at 4.4 µM | actives 0.75% (n = 370,000) | AID 687016; in the data active means inhibition above about 21%;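 further: UHRF1 SRA domain binding a hemimethylated CpG hairpin DNA probe; 0% = median of test compound wells and 100% = reference inhibitor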
* = called active by the depositor; i = inactive; nt = no result given. Rows were taken by chance. About 4.5% of those tested had a hit in this group.

item	structure	KLK7 zymogen act	Tn6 DDE FP	Rev-erbA mod	ARFGAP1 inhibitor	HGIII-sPLA2 inh	Tn7 DDE FP	ASAP1 inh	PLC-beta3 inh	PLC-gamma1 inh	UHRF1 MBD2 ctr
1	CCCOc1ccc(F)cc1-c1cc(C(=O)NCc2cccc(C(F)(F)F)c2)[nH]n1	-0.1	-1.1	8.7	-0.2	-2.7	-9.4	2.7	-0.9	1.3	-0.3
2	CC(=O)Nc1cccc(C(=O)NCCc2ccco2)c1	-0.1	2.0	-2.2	10.3	13.7	6.6	10.9	-11.5	-2.2	5.7
3	C[C@H]1CN[C@H](CCO)/C1=C\c1ccccc1	0.3	2.0	6.1	-4.2	5.8	-5.8	-7.0	3.5	2.6	-1.1
4	CCOC(=O)C1=C(C(F)(F)F)Nc2ncnn2C1c1ccc(OC)cc1OC (stereo unspecified)	0.1	-1.3	3.7	7.7	-3.7	3.4	1.5	1.1	5.0	-5.6
5	COc1ccc2c(c1OC)C(=O)N1C2SC(C)(C)[C@H]1C(=O)NC1CC1 (stereo partly specified)	-1.7	-1.9	-4.6	13.0	10.6	-2.1	3.7	-5.6	-4.8	2.9
6	c1cnc(N2CCN(Cc3c[nH]c4ccccc34)CC2)nc1	0.1	1.4	-3.0	0.0	-8.9	1.1	-5.8	3.2	-0.5	1.9
7	O=C(CNC(=O)c1ccccc1)N/N=C/c1cccs1	0.1	6.5	6.1	9.9	0.4	-6.4	10.6	2.5	1.7	0.8
8	CC(C)Cn1c(O)c2ccc(C(=O)N=NC(=O)c3cccnc3)cc2c1O	-0.8	11.9	-1.3	-12.4	13.3	9.3	-10.9	-2.0	1.9	3.0
9	Cc1cc(C)c(OCC(=O)Nc2ccc(S(=O)(=O)N3CCOCC3)cc2)c(C)c1	-0.6	4.5	0.3	18.1	-15.1	4.0	7.0	-12.9	-4.9	-3.4
10	Nc1ncnc2c1ncn2[C@@H]1O[C@H](CNCc2ccc(OCc3ccccc3)cc2)[C@@H](O)[C@H]1O	0.6	-6.9	-1.7	-3.4	0.4	-8.2	-2.7	0.7	1.5	-1.8
11	O=S(=O)(c1ccc(F)cc1)N1CCN(C(=S)NC2CC2)CC1	-0.2	-6.5	-4.4	-3.6	2.9	-1.3	-12.0	-4.1	2.4	0.9
12	O=C(CNC(=O)c1ccc2c(c1)OCO2)NCCOc1ccc(Cl)cc1	-0.8	-8.5	2.5	1.8	9.7	1.2	6.9	-13.3	2.1	-0.3
13	O=C1CCCC(O)=C1N=Nc1cccc(C(=O)O)c1	-0.2	3.9	-8.0	-2.2	-2.8	-4.7	-3.7	2.5	3.3	20.7*
14	Cc1c(NC(=O)C(C)Sc2ncnc3ccccc23)c(=O)n(-c2ccccc2)n1C (stereo unspecified)	-0.6	6.0	-1.5	-9.2	-3.6	3.3	0.0	0.1	-1.2	-0.3
15	COC(=O)[C@]12C[C@H](CC(=O)N3CCN(C(=O)c4ccco4)CC3)C(=O)N(Cc3ccccc3)C1=C[C@H](C(C)C)O[C@@H]2C1CC1	-0.4	-1.4	2.1	-0.4	0.2	0.3	1.6	4.4	3.4	-0.8
16	CCCCNC(=O)N1CCC(c2nc3ccc(Cl)cc3[nH]2)CC1	0.3	8.1	-3.0	nt	4.0	-2.8	nt	-2.7	-1.7	-1.2
17	Cc1ccc(-n2cccn2)cc1	-0.2	1.0	6.8	0.4	-3.0	-4.9	-0.6	-3.1	1.9	0.8
18	O=C(C[C@H]1C=C[C@H](NC(=O)c2ccccn2)[C@@H](CO)O1)NCc1cc(F)cc(F)c1	-1.1	-1.6	-9.0	-8.8	9.9	-3.1	6.3	-0.5	-0.2	0.1
19	CCC1=C(OC(=O)N(CC)CC)N2C(=O)OC(=NCC(=O)OC)[C@]2(C)[C@H]2C1=CC[C@H]1C(=O)N(C)C(=O)[C@H]12	0.1	-1.9	-3.9	-0.9	8.0	1.6	-8.7	-16.0	-10.5	3.5
20	Cc1c(NC(=O)C(C)Sc2ccc3ccccc3n2)c(=O)n(-c2ccccc2)n1C (stereo unspecified)	0.3	7.3	3.6	4.8	12.2	-1.4	6.0	2.5	0.9	-0.2
21	COc1ccc(-n2c(C)nc3sc4c(c3c2=O)CCC4)cc1	-0.6	-3.9	-4.8	10.0	-1.2	2.0	7.3	5.5	-1.8	-2.8
22	Cc1ccc(NC(=S)NNC(=O)CSc2nc3sc4c(c3c(=O)n2-c2ccccc2)CCCC4)cc1	-1.2	-3.0	-1.4	nt	-0.8	-12.2	nt	1.6	3.6	-1.6
23	CN(C)c1cccc(C(=O)NCc2ccccc2)c1	1.4	0.5	2.5	5.1	-2.9	-0.4	-7.0	-75.2	-50.1	-0.1
24	CCC(C)NC(=O)c1ccccc1NC(=O)CN1C(=O)c2ccccc2S1(=O)=O (stereo unspecified)	0.3	4.2	-2.6	12.0	13.0	1.8	-6.2	1.5	-0.3	2.8
25	COc1cccc(NC(=O)c2ccco2)c1	-0.4	-0.1	-7.7	-0.6	-3.1	3.8	6.3	4.8	3.2	0.4
26	Cc1cc(C)nc(SCc2nnc(SCC(=O)Nc3c(C)cccc3C)o2)n1	-0.7	0.5	2.6	8.4	5.8	-3.2	2.8	8.1	11.5*	-0.4
27	CC(=O)c1ccc(N2CCN(c3ccc4cc(S(=O)(=O)N5CCC(C)CC5)ccc4n3)CC2)cc1	0.3	-6.4	35.1*	-6.6	-3.1	-0.5	-4.9	-13.1	-1.0	4.8
28	COC(=O)C1CN(Cc2ccccc2)CCS(=O)(=O)N1Cc1ccc(C)cc1 (stereo unspecified)	0.1	7.0	3.9	nt	-3.4	0.7	nt	1.4	-1.1	1.4
29	COc1ccc(-c2cc(=O)c3ccc(O)cc3o2)cc1	-6.5	-7.7	-4.8	5.6	-26.4	1.9	11.4	i	i	-4.3
30	COc1ccc(CCNC(=O)Cn2c(=O)oc3ccccc32)cc1OC	0.2	-1.9	-1.3	15.8	7.9	-1.4	-5.7	3.1	1.6	1.1
31	CC(C)c1ccc(CN(C(=O)/C=C/c2ccco2)C2CCS(=O)(=O)C2)cc1 (stereo unspecified)	-0.1	-3.0	-3.1	-1.1	3.2	0.6	-8.2	-6.9	-7.6	7.6
32	O=C(NC(=S)NCCN1CCOCC1)c1ccccc1Cl	0.1	3.4	-1.1	7.0	5.1	4.3	-7.7	3.4	4.0	7.0
33	CCOC(=O)c1cc(-c2cccc([N+](=O)[O-])c2)nc2[nH]c(=O)[nH]c(=O)c12	0.3	-3.0	-2.4	1.2	-0.3	-1.2	-8.4	2.2	0.1	-2.6
34	Cc1ccc(NC(=O)C2CC(=O)n3c(nc4ccccc43)N2)cc1 (stereo unspecified)	1.0	-2.6	-0.5	8.6	-1.8	4.0	3.0	0.7	0.8	0.9
35	CCCCNC(=O)Cn1c2c(c(-c3ccccc3Cl)cc1=O)CCC2	1.2	2.3	-0.3	-5.5	7.6	2.0	4.7	-36.7	-24.0	-0.3
36	C[C@H](NS(=O)(=O)c1ccc(F)cc1)C(=O)OCC(=O)c1c(N)n(C)c(=O)n(C)c1=O	-0.6	6.8	0.9	5.6	-4.3	7.5	2.5	-3.0	0.7	-0.2
37	COc1cc2c(cc1OC)-c1cc(Nc3ccc(F)cc3)nc(=O)n1CC2	0.3	-2.7	1.1	-5.2	0.5	-3.1	1.2	-26.3	-14.7	0.5
38	O=C1CCN(C(=O)c2ccc(Cl)cc2)N1	0.0	8.4	-2.5	-4.5	1.0	-0.7	-12.9	-1.8	2.8	1.8
39	Cc1ccc2c(-c3ccc([N+](=O)[O-])cc3)cc(=O)[nH]c2c1	0.3	1.8	-7.4	7.5	4.0	6.6	3.4	-9.0	-0.7	13.9
40	CCCC(=O)N1CCN(c2nc3ccc(Cl)cc3s2)CC1	0.5	-0.1	-5.2	-0.2	3.2	1.8	8.0	-4.3	0.8	0.2
41	Cc1cc(C)n2nc(-c3sccc3-n3c(C)ccc3C)cc2n1	-4.2	-4.0	4.3	0.9	6.2	-2.6	8.2	-56.5	-51.1	1.0
42	COc1cc(/C=C(/C#N)C(=O)NCc2ccccc2)cc(OC)c1OC	-0.9	-0.2	3.0	-14.8	-2.0	5.2	8.8	-5.8	-2.7	-2.3
43	CCCn1cnc2c(cnn2-c2ccc(F)cc2)c1=O	-0.8	0.7	0.9	1.0	-0.3	0.3	-1.5	2.4	4.7	-0.5
44	CC(C)CC(=O)Nc1ccccc1N1CCN(c2ccc(F)cc2)CC1	0.4	3.7	-1.1	8.4	8.7	-3.7	-1.4	-2.5	-0.2	0.1
45	CCc1nc(SCc2ccc(F)cc2)[nH]c(=O)c1C#N	-0.2	-6.3	0.5	-6.2	-26.6	9.7	0.9	-5.7	-3.0	6.0
46	Cc1ccc2c(=O)n3c(nc2c1)C(C)NC(=O)c1cccnc1-3 (stereo unspecified)	0.3	-4.1	0.3	7.5	3.1	-2.8	3.6	0.3	-3.4	-0.2
47	COc1cc2[nH]c(=S)n(Cc3ccccc3)c(=O)c2cc1OC	0.0	-3.9	11.4	1.0	13.6	1.6	0.6	-1.5	5.1	3.6
48	CCN1CCCC1CNCc1cccc(OC)c1OCc1ccc(F)cc1 (stereo unspecified)	0.5	-2.1	-3.8	3.0	0.1	6.6	13.5	0.5	-13.4	0.2
49	C=CCN1C(=O)C(C)(C)Nc2ccccc21	3.9	-4.7	-2.7	-1.2	1.7	-4.5	1.9	2.0	3.2	0.3
50	O=C(CSc1nnc2c(n1)[nH]c1ccc(F)cc12)NCc1ccc(F)cc1	-0.3	6.6	-3.2	-0.2	-0.2	1.2	6.1	-1.2	-2.0	0.7
51	COc1cc(NC(=O)c2cc(Cl)nnc2Cl)cc(OC)c1OC	-0.6	-0.1	2.7	-9.9	4.8	-2.9	-3.4	5.5	2.0	1.4
52	N#C/C(=C\c1cccnc1)c1nc2c(s1)CCCC2	4.3	8.9	4.8	-4.7	-8.4	2.0	5.6	-116.9	-90.6	-5.4
53	Cc1ccccc1OC(C)C(=O)N1CCC(Cc2ccccc2)CC1 (stereo unspecified)	-0.2	-1.4	3.4	2.3	1.9	2.5	-3.2	-8.0	-0.2	-0.2
54	Cc1cc(-c2n[nH]c(=S)n2-c2ccc(F)cc2)nn1C	0.1	4.0	-1.5	-0.7	-0.1	-4.9	1.4	4.9	5.2	-1.9

3 compounds from above, sorted by molar mass, rising:
item	structure	KLK7 zymogen act	Tn6 DDE FP	Rev-erbA mod	ARFGAP1 inhibitor	HGIII-sPLA2 inh	Tn7 DDE FP	ASAP1 inh	PLC-beta3 inh	PLC-gamma1 inh	UHRF1 MBD2 ctr
25	COc1cccc(NC(=O)c2ccco2)c1	-0.4	-0.1	-7.7	-0.6	-3.1	3.8	6.3	4.8	3.2	0.4
6	c1cnc(N2CCN(Cc3c[nH]c4ccccc34)CC2)nc1	0.1	1.4	-3.0	0.0	-8.9	1.1	-5.8	3.2	-0.5	1.9
9	Cc1cc(C)c(OCC(=O)Nc2ccc(S(=O)(=O)N3CCOCC3)cc2)c(C)c1	-0.6	4.5	0.3	18.1	-15.1	4.0	7.0	-12.9	-4.9	-3.4

Bioassay records from PubChem.
